SUMO1 PPI mod: alters human SUMO1 binding to SIM partners | P63165 | SUMO1 binding to a labelled peptide, TR-FRET, 1 h | inhibition, % at 20 µM | 0.33% of 360,000 active | AID 602429; in the data active = inhibition above about 37%
CSN deneddyl inh: inhibitors of human CSN-mediated cullin deneddylation | Q92905 | inhibition, % at 12.5 µM | Purified CSN, SCF-Nedd8-OG deneddylation, fluorescence polarization | 0.38% of 360,000 active;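 active = pattern-corrected inhibition above about 35%, with an unprinted fluorescence ratio check between 0.5 and 1.5, limit read from the data, passing the limit was not always enough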;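 note: 0% = enzyme with substrate and 100% = substrate without enzyme; some results filed as inactive read as strong as hits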
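test system = HEK293T-derived human Csn5 enzyme | amount = 0.24 nM Csn5 enzyme, final concentration | medium = Tris/NaCl/DTT buffer, pH 7.5 | schedule = 90 min reaction at room temperature | signal = FP | evaluation = inhibition of Csn5 cleavage, % | compound dosing = single dose of 12.5 µM compound with 0.25% DMSO | probe or stimulus = 10 nM SCFSkp2-Nedd8OG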
Rpn11 inh: Rpn11 (human) deubiquitinase inhibition | O00487 | calls only at 20 µM | human 26S proteasome, Ub4-pepOG fluorescence polarization; 20S core pre-blocked with epoxomicin | AID 588493 | 0.59% of 360,000 active;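 active = inhibition at 20 µM, scaled to each plate's controls, above about 33%, limit read from the data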
NadD block: inhibitors of Staphylococcus aureus NadD. inhibition, % at 20 µM. purified NadD enzyme, colorimetric absorbance read-out. 0.78% of 360,000 active; in the data active = inhibition above about 26%; note: some compounds past the cut are filed as inactive
DNMT1 inh: inhibitors of human DNMT1. P26358. DNMT1 molecular beacon, Hinp1I cleavage, fluorescence. 0.83% of 360,000 active. inhibition (reported as % activation of signal), % at 10 µM. AID 588458; in the data active = inhibition above about 50%
Target sequence (P26358 504-1616 limits assumed): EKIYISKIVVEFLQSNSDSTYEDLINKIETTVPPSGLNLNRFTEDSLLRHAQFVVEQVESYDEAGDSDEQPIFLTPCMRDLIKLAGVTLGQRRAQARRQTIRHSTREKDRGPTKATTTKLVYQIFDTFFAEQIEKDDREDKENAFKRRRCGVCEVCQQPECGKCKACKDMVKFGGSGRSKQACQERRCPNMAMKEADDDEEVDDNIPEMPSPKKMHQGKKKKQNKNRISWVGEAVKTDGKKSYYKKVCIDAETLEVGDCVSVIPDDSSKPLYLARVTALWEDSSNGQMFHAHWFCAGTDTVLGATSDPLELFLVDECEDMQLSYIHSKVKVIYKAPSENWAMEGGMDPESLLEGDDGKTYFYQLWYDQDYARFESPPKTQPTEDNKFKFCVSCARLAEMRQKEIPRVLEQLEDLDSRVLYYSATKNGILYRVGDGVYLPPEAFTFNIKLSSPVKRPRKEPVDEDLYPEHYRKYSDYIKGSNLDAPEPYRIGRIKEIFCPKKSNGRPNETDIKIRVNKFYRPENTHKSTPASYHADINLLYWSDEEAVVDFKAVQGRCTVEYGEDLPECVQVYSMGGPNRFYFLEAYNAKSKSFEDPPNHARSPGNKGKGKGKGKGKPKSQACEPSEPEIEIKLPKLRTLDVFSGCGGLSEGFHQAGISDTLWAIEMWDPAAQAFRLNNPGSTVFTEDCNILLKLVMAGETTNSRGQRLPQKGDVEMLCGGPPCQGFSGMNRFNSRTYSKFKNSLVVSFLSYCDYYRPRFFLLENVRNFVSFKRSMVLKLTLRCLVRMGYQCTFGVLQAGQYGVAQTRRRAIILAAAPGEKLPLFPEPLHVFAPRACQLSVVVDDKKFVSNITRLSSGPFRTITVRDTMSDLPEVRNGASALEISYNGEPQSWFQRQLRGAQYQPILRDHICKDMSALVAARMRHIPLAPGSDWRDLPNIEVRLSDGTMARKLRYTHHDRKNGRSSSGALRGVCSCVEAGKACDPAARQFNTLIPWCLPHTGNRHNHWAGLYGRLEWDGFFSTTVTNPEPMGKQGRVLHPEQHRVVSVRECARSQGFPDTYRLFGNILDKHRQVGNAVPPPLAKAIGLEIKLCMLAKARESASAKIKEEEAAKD
STEP inh: inhibitors of human striatal-enriched phosphatase STEP; recombinant STEP, OMFP fluorogenic substrate, fluorescence; inhibition, % at 20 µM; 0.25% of 360,000 active;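 active = inhibition at 20 µM, scaled per plate between control wells, above about 37%, limit read from the data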;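 note: 0% = DMSO with enzyme and substrate and 100% = substrate only without enzyme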
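System: isolated STEP enzyme; schedule: 20 min enzyme reaction at room temperature, protected from light; medium: Bis-Tris buffer pH 6.0, 2.5 mM DTT, 0.005% Tween 20; signal: fluorescence, 480/540 nm; dosing: single compound dose of 20 µM, 1% DMSO final; also added: OMFP substrate, 25 µM final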
LMPTP block: LMPTP (human) inhibition | inhibition, % at 20 µM | 0.22% of 360,000 active | recombinant LMPTP-A, OMFP fluorogenic substrate, fluorescence intensity | P24666;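 active = compounds that cut the enzyme signal by at least half of the control window in the single-dose screen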;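 note: plate controls were DMSO wells with enzyme plus substrate for no effect and substrate without enzyme for full effect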
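Test system – LMPTP-A phosphatase enzyme · Quantity – 0.625 nM LMPTP-A final · Reagent – OMFP substrate, 400 µM final · Dosing – one test concentration per compound, 20 µM, with 3% DMSO overall · Timing – 50 min enzyme reaction at room temperature, protected from light · Detection – fluorescence intensity · Controls – substrate-only low control, DMSO enzyme-plus-substrate high control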
TbMetRS inhib: Trypanosoma brucei MetRS inhibition | inhibition, % at 11.9 µM | 0.4% of 360,000 active | purified T. brucei MetRS, ATP depletion, Kinase-Glo luminescence;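 active = inhibition above a per-plate cutoff of the control wells' mean inhibition plus 3 SD, cut at about 5.5% in these data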;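 note: 0% = DMSO wells median and 100% = median of wells with control inhibitor compound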
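assay system = parasite MetRS enzyme | timing = 15 min preincubation, 2 h reaction, all 25 °C | evaluation = percent inhibition relative to median high and low control wells | medium = HEPES buffer containing pyrophosphatase, BSA, spermine, DTT | compound = single dose, 11.9 µM final nominal, 0.9% final DMSO | detection = Kinase-Glo luminescence, ATP depletion format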
MsrA inh: inhibits bovine methionine sulfoxide reductase A. purified bovine MsrA, absorbance read-out. inhibition, % at 15.5 µM. 0.75% of 360,000 active. AID 651718; in the data active = inhibition above about 4.5%;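 note: 0% = vehicle wells with enzyme and 100% = reference inhibitor wells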
Scp1 inh: Scp-1 (human) phosphatase inhibition; Recombinant Scp1, phosphopeptide, malachite green phosphate absorbance; AID 493091; 0.88% of 340,000 active; inhibition, % at 20 µM;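 active = inhibition above about 50% at 20 µM, limit read from the data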;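 note: plate controls were DMSO wells with enzyme for no effect and wells lacking enzyme for full effect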
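Test system: SCP-1 phosphatase catalytic domain, residues 76-261; measured by: colorimetric phosphate reagent with accelerator and stabiliser, absorbance at 630 nm; timing: enzyme reaction 45 min at room temperature, colour 5 min, stabilisation 30 min; also added: Phosphorylated 17-residue peptide substrate; compound dosing: one concentration, 20 µM, with 1.0% DMSO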
The depositor's hits bear a star; i = inactive; . = no result given.

Every second line gives: SUMO1 PPI mod	CSN deneddyl inh	Rpn11 inh	NadD block	DNMT1 inh	STEP inh	LMPTP block	TbMetRS inhib	MsrA inh	Scp1 inh
COc1ccc(C(C)=O)cc1CSc1nnc2c(Cl)cc(Cl)cn12
→ -4	3	i	4	-1	5	-1.6	0.0	0.8	0
O=C(NCc1ccccn1)c1ccco1
→ 5	-1	i	4	-5	-1	-0.1	-0.1	-0.2	-1
COCCNC(=S)Nc1ccc(S(=O)(=O)Nc2cnc3ccccc3n2)cc1
→ 1	-4	i	1	1	1	0.8	0.1	3.4	-13
CC1(C)Cc2ccccc2-c2nnc(SCC(=O)N3CCN(c4ccccc4)CC3)n21
→ -1	5	i	3	-1	0	-1.3	-1.8	-0.3	3
CSc1oc(-c2ccco2)nc1S(=O)(=O)c1ccc(Br)cc1
→ 0	6	i	0	1	3	0.8	-0.2	0.8	16
Cc1ccc(-c2onc3ccc(C(=O)/C=C/N(C)C)cc23)cc1
→ -28	3	i	-1	-3	-1	2.3	-0.2	0.9	-5
COc1ccc2[nH]c(C(=O)Nc3ccc4c(c3)OCO4)cc2c1
→ 3	-1	i	-3	-11	-2	1.1	-0.1	0.3	-2
CC(C)C(NC(=O)c1ccco1)C(=O)OCc1cc([N+](=O)[O-])cc2c1OCOC2 (configuration not stated)
→ -19	-9	i	-7	1	-2	-0.4	0.6	3.1	-5
CCC1CCCCN1CCCNC(=O)CS(=O)(=O)Cc1nc(-c2cccc(OC)c2)oc1C (configuration not stated)
→ -8	-2	i	-14	-1	2	-1.6	-0.9	-0.3	-6
CN=C(Nc1ccc(Cl)cc1)c1ccc(C(F)(F)F)cc1
→ -1	5	i	-7	0	1	-0.9	-0.5	0.7	-18
O=C(OCc1cn([C@@H]2C[C@H](c3ccccc3)N(C(=O)c3cccs3)C[C@H]2O)nn1)c1ccccc1
→ 4	-3	i	10	-1	1	0.2	-1.0	-0.5	.
N#CCc1c(C#N)c(N)nc(N2CCCC(CO)C2)c1C#N (configuration not stated)
→ 10	-5	i	-4	-1	-1	0.0	0.2	1.4	-4
O=C(NCc1ccccc1)C(C1CC1)n1c(-c2cccs2)nc2ccccc21 (configuration not stated)
→ 5	1	.	.	.	.	-0.2	-0.3	-0.1	.
O=C(NCCc1ccco1)c1ccc(OCc2cn3ccccc3n2)cc1
→ 15	4	i	12	10	-1	17	-0.1	0.1	-5
O=C(Nc1ccccc1)C1CC(=O)N(c2ccc3c4c(cccc24)CC3)C1 (configuration not stated)
→ -2	3	i	-1	-6	0	-0.3	-0.3	1.5	-5
Oc1c(Br)cc2oc3c(c2c1CNCc1ccccc1)CCCC3
→ -3	-7	i	5	-6	2	3.2	-0.1	-1.0	3
COC(=O)CN(n1cnnc1)S(=O)(=O)c1ccccc1Cl
→ 2	2	i	6	3	0	-1.9	0.0	0.1	-11
COCCSc1nnc(NS(=O)(=O)Cc2ccccc2)s1
→ 17	1	i	10	1	-4	-0.1	-0.3	0.5	-2
O=C(OC[C@@H]1CCCN2CCCC[C@H]12)c1cc2ccccc2oc1=O
→ -16	-2	i	-2	4	-5	-3.0	-0.7	1.1	0
Cc1cccc(N(CC(=O)NCc2ccco2)C(=O)CCC(=O)Nc2nccs2)c1
→ -8	-16	i	-3	1	3	0.7	-0.3	0.2	-9
CCOC(=O)C1CCCN(C(=O)c2ccc(-c3ccc([N+](=O)[O-])cc3)o2)C1 (configuration not stated)
→ -28	1	i	3	-4	2	4.2	-0.2	1.1	0
Cc1cc(=O)[nH]c(N/N=C/C=C/c2ccccc2)n1
→ -26	-3	i	-3	0	1	0.1	-0.4	11*	-4
CC(C)CC1NC(=O)N(CC(=O)Nc2ccc(OCc3ccccc3)cc2)C1=O (configuration not stated)
→ 17	-5	i	-5	0	0	0.5	-0.3	-1.2	-7
CN(CC(=O)NCc1cccc(F)c1)C(=O)c1ccco1
→ 0	6	i	-4	0	0	-2.4	-0.8	-1.1	-1
CN(C)CCN(Cc1ccccc1)c1ccccn1
→ 7	1	i	-2	-1	5	-2.4	-0.7	1.9	-3
COC(=O)Nc1ccc(S(=O)(=O)NNC(=O)c2c(O)c3ccccc3[nH]c2=O)cc1
→ -1	5	i	1	-1	0	-0.9	-1.4	0.6	-1
COc1cc(-c2cc(N3C(=O)Nc4ccccc4N3O)n[nH]2)cc(OC)c1OC
→ 2	-1	i	3	1	-4	-0.7	-1.6	-0.5	-2
COc1ccc(S(=O)(=O)N2CCC(C(=O)NCCN3CCOCC3)CC2)cc1OC
→ 4	0	i	33*	2	1	-2.2	0.0	1.7	0
CN(Cc1ccco1)Cc1ccc(O)c2ncccc12
→ 0	1	i	5	4	0	0.0	-1.0	.	-8
CC[N+](C)(C)Cc1ccccc1Br
→ 7	0	i	3	1	2	-2.7	-0.3	0.2	-9

Ordered by molecular weight (low to high): three of the compounds above
Every second line gives: SUMO1 PPI mod	CSN deneddyl inh	Rpn11 inh	NadD block	DNMT1 inh	STEP inh	LMPTP block	TbMetRS inhib	MsrA inh	Scp1 inh
CN(C)CCN(Cc1ccccc1)c1ccccn1
→ 7	1	i	-2	-1	5	-2.4	-0.7	1.9	-3
Cc1ccc(-c2onc3ccc(C(=O)/C=C/N(C)C)cc23)cc1
→ -28	3	i	-1	-3	-1	2.3	-0.2	0.9	-5
CC(C)CC1NC(=O)N(CC(=O)Nc2ccc(OCc3ccccc3)cc2)C1=O (configuration not stated)
→ 17	-5	i	-5	0	0	0.5	-0.3	-1.2	-7

Remaining list, next part:
Every second line gives: SUMO1 PPI mod	CSN deneddyl inh	Rpn11 inh	NadD block	DNMT1 inh	STEP inh	LMPTP block	TbMetRS inhib	MsrA inh	Scp1 inh
CCOC(=O)C1CCCN(S(=O)(=O)c2ccccc2)C1 (configuration not stated)
→ -1	-4	i	-1	1	-1	-0.8	0.1	-0.1	-9
C[C@]12C[C@H](O)[C@@H]3c4ccc(O)cc4CCC3[C@@H]1CCC2=O (some centres not stated)
→ -3	5	i	-1	-1	-2	-1.1	-0.2	0.1	-5
CCOC(=O)c1c(C)[nH]c(C=Nc2ccc(OC)cc2)c1O
→ -1	0	i	-1	-2	3	0.3	-1.2	2.1	3
Cc1cccc(-c2nc(CSCC(=O)N3CCN(Cc4ccc5c(c4)OCO5)CC3)c(C)o2)c1
→ 10	-3	i	-2	-2	1	1.7	-0.1	1.8	-7
COc1cc(NC(=O)C2CCN(S(=O)(=O)c3ccc4[nH]c(=O)oc4c3)CC2)cc(OC)c1
→ 7	0	i	4	-4	-2	0.5	1.4	0.7	14
O=C(C1COc2ccccc2O1)N1CCN(c2nc3c(F)cc(F)cc3s2)CC1 (configuration not stated)
→ -5	1	i	-2	0	2	2.5	-0.5	0.7	-4
COc1ccc(NS(=O)(=O)c2ccc(C(=O)N3CCN(c4ccc(F)cc4)CC3)cc2)cc1
→ 1	-6	i	4	-4	0	0.2	-0.3	-0.1	-1
N#Cc1cnc(SCC(=O)c2ccccc2)nc1N
→ 6	12	i	10	1	-5	-1.0	-0.5	-0.8	-10
COc1ccc(CNc2ncc(-c3ccc(Br)cc3)n2C)cc1OC
→ 7	-1	i	-9	-4	-2	-0.8	-0.2	-0.5	-11
N#C/C(=C\c1cc([N+](=O)[O-])ccc1Cl)C(N)=O
→ -11	-5	i	6	-4	-3	0.6	-0.7	0.7	-2
C[C@H]1CCC(=O)N([C@H](CN=[N+]=[N-])Cc2ccccc2)CC1
→ -1	0	i	-5	-2	0	-1.7	-0.2	0.9	-6
O=C(NCc1ccccc1)c1cccc(COc2ccc(Cl)cc2)c1
→ 3	3	i	-4	0	-1	3.3	0.1	0.7	-2
COc1cc(C(=O)Nc2cc(Cl)ccc2-n2cncn2)ccc1OC(F)F
→ -1	0	i	-3	2	1	0.0	-0.3	-0.1	-3
CN1CCN(NC(=S)NC(C)(C)CC(C)(C)C)CC1
→ 1	-8	i	0	0	0	-1.4	-0.6	-0.7	-6
COCCN(Cc1cn(C)nc1-c1ccccc1F)C(C)C
→ -4	-4	i	-3	-5	1	0.5	-0.8	0.0	3
Cc1ccccc1CSc1nnc(-c2cccs2)n1Cc1ccco1
→ 5	3	i	1	-10	0	1.7	0.1	-0.8	-1
CCC(=O)N1CCN(c2ccccc2NC(=O)c2ccc(-c3cccc([N+](=O)[O-])c3)o2)CC1
→ -4	-1	i	18	-6	6	6.8	0.1	1.2	-7
Cc1ccc2c(Cl)cc(Cl)c(OCC(=O)NC(=O)NCc3ccco3)c2n1
→ -2	-1	i	16	8	1	2.0	1.3	-0.3	-1
O=C(COC(=O)C1CCN(c2ccc(C(F)(F)F)cn2)CC1)NCc1cccc(Cl)c1
→ 6	1	i	2	-4	0	5.8	0.3	0.2	-2
Cn1cc(CCC(=O)NCc2ccc3c(c2)OCO3)c2ccccc21
→ -1	-1	i	-8	-5	0	-0.8	0.0	0.2	-11
O=C(N/N=C/c1ccoc1)c1ccc(Cl)cc1Cl
→ 2	6	i	-1	21	1	1.1	0.4	-1.0	21
CCOC(=O)c1cn(CC)c2cc(N3CCSCC3)c(F)cc2c1=O
→ 3	5	i	11	3	1	0.2	-0.4	1.2	0
Cc1ccc(-c2csc3ncnc(N4CCN(C(=O)c5ccccc5)CC4)c23)cc1
→ 3	-3	i	5	-2	3	2.2	-0.6	0.0	-7

Screening results (PubChem)
